From PubChem
Rab2A wt mod = modulators of GTP binding to Rab2A wildtype, primary screen, biochemical, dog, bead-based flow cytometry, multiplex; Ras-related protein Rab-2A (Canis lupus familiaris), P61105; GST-Rab2 wt beads, Bodipy-GTP binding; GTP binding activity, % at 10 µM; 0.19% of 190,000 active; AID 760, 2007;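 active means GTP binding activity at least 20 points away from 100%, either lowered or raised; inconclusive means signal likely due to the compound's own green fluorescence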;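 further: 0% = beads with excess unlabeled GTP and 100% = no-compound control corrected for plate trend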
Mcl1-Noxa inh = Mcl-1/Noxa binding inhibitors, primary screen, biochemical, TR-FRET, 1536-well | inhibition, % at 21.7 µM | TR-FRET Mcl-1/Noxa peptide binding, 2 h | 1.5% of 220,000 active | AID 1022, 2008 | Induced myeloid leukemia cell differentiation protein Mcl-1 (Homo sapiens), Q07820;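 active means compounds that cut the protein-peptide binding signal by more than 50% relative to plate controls in a single-dose test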;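 further: His-tagged Mcl-1 with rhodamine Noxa BH3 peptide and terbium anti-His antibody; 0% = Mcl-1 plus Noxa peptide wells and 100% = peptide-only wells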
Rab7 wt GTP bind = modulators of GTP binding to Rab7, primary screen, biochemical, wildtype, multiplex bead flow cytometry; GTP binding activity (percent of control), % at 10 µM; 0.055% of 190,000 active; GST-Rab7 beads, fluorescent GTP binding; actives lie on both sides; untreated = 100%, excess cold GTP = 0%; Rab7 GTPase wild type (dog), Bodipy-FL-GTP binding;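 active means fluorescent GTP binding to Rab7 beads changed by at least 20 points from the 100% baseline, either direction, mostly lower; inconclusive means compound itself probably fluorescent, or too few beads counted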;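 further: median green fluorescence of bound Bodipy-FL-GTP per Rab7 bead population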
HRas wt GTP = modulators of GTP binding to HRas wildtype, primary screen, biochemical, bead-based flow cytometry, multiplex; GTPase HRas (Homo sapiens), P01112; GST-Ras wt beads, Bodipy-FL-GTP binding; actives lie on both sides; GTP binding activity, % at 10 µM; 0.14% of 190,000 active; AID 759, 2007;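 active means GTP binding activity at least 20% away from the 100% baseline, either lowered as inhibitor or raised as activator; inconclusive means flagged as likely green fluorescent, judged across all proteins in the well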;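 further: 0% = unlabeled GTP competition control and 100% = no-compound control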
Rac1 mut GTP = GTP binding modulators of activated mutant Rac1, primary screen, biochemical, bead-based flow cytometry, multiplex, fluorescent GTP | Ras-related C3 botulinum toxin substrate 1 (Homo sapiens), P63000 | GST-Rac1 activated beads; actives lie on both sides; 100% means binding = to untreated wells | percent activity (GTP binding), % at 10 µM | 0.11% of 190,000 active;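 active means GTP binding at least 20 percentage points away from the 100% baseline, in either direction, so actives lie on both sides; inconclusive means Compound likely fluorescent itself, or too few beads counted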
ABCB1 block = ABCB1 efflux pump inhibitors, primary screen, cell-based, multiplex, flow cytometry, ABCG2 counter-screen; ATP-dependent translocase ABCB1 (Homo sapiens), P08183; CCRF-Adr cells, JC-1 efflux; inhibition, % at 6.6 µM; 0.067% of 190,000 active; AID 1326, 2008; in the data active means inhibition above about 40%;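 further: 0% = vehicle and 100% = reference inhibitor; higher value means more JC-1 retained so stronger ABCB1 efflux block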
Target sequence (P08183 whole entry, looked up): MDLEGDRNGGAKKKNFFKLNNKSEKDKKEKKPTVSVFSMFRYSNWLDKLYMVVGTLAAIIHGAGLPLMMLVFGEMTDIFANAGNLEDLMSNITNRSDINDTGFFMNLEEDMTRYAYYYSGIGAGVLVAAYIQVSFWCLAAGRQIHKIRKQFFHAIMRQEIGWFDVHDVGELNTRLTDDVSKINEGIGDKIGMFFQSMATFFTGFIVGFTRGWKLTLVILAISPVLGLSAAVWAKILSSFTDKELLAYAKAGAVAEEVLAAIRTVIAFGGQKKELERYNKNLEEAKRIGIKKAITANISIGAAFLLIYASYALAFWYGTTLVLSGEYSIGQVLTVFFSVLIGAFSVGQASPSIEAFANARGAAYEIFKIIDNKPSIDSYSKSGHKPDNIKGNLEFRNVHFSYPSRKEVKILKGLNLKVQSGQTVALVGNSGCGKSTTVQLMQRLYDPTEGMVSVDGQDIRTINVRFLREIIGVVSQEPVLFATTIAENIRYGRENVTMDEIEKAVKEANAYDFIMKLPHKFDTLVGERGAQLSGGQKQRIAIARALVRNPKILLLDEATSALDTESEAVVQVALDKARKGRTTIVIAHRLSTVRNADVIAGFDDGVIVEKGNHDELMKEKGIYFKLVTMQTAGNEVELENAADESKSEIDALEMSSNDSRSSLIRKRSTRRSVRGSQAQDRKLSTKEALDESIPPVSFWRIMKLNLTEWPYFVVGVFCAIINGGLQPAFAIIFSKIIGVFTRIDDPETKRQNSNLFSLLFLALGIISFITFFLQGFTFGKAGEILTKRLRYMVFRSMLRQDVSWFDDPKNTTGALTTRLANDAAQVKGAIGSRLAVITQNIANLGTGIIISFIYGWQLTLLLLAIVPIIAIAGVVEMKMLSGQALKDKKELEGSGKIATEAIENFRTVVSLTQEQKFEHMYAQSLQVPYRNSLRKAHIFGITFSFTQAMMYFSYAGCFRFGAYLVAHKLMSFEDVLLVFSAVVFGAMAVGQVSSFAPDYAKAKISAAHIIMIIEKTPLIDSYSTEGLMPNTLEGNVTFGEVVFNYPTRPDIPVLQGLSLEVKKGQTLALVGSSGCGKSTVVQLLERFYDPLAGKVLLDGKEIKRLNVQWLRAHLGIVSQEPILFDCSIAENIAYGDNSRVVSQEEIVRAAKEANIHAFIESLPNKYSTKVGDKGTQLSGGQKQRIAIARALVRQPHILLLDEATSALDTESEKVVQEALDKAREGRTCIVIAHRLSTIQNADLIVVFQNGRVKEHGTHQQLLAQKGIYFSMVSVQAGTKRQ
Cdc42 wt GTP = modulators of GTP binding to wildtype Cdc42, primary screen, biochemical, multiplex bead flow cytometry, Bodipy-GTP. Cell division control protein 42 homolog (Homo sapiens), P60953. GST-Cdc42 beads; actives lie on both sides. percent activity (GTP binding), % at 10 µM. 0.2% of 190,000 active;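 active means percent activity GTP binding at least 20 points away from the 100% baseline, either down as inhibitor or up as activator; inconclusive means compound flagged as likely green fluorescent from well-wide comparison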;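 further: median bead fluorescence of bound Bodipy-FL-GTP at 100 nM; 0% = excess unlabeled GTP control and 100% = no compound control; below 100% means less GTP binding so inhibitor and above means activator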
Avidin fluor = green autofluorescence of compounds with avidin beads – biophysical, 488/530 nm, flow cytometry, artefact control, profiling panel; compound fluorescence 488/530 nm; hits give high values; fluorescence (KMESF) at 10 µM; 0.38% of 220,000 active; in the data active means fluorescence above about 47; further: inactives centre near 10
Rac1 wt modul = wildtype Rac1 GTP binding modulators, primary screen, biochemical, GST-Rac1 beads, flow cytometry, multiplex; fluorescent GTP binding; actives lie on both sides; 0 = cold GTP competed, 100 = untreated; GTP binding activity (% of control), % at 10 µM; 0.27% of 190,000 active; AID 757, 2007;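 active means GTP binding activity at least 20 points away from the 100% control level, either lower or higher; inconclusive means compound flagged as likely green fluorescent, judged across all proteins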
ABCG2 inh = ABCG2 efflux pump inhibitors, primary screen, multiplex with ABCB1, IgMXP3 cells, flow cytometry; Broad substrate specificity ATP-binding cassette transporter ABCG2 (Homo sapiens), Q9UNQ0; JC-1 efflux; inhibition, % at 6.6 µM; 0.1% of 190,000 active;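 active means inhibition above 80%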;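 further: 0% = DMSO and 100% = nicardipine control wells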
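Test system: ABCG2 IgMXP3 and barcoded ABCB1 CCRF-Adr cell mix; Schedule: cells with compound and JC-1, 10 min at 25 °C, rotating, no wash; Technique: flow cytometry of retained JC-1 fluorescence; Measure: % inhibition of efflux relative to nicardipine and DMSO; Controls: nicardipine high and DMSO low controls.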
Pf gamet viab = late stage P. falciparum gametocyte viability inhibitors, primary screen, ATP luminescence, HTS; P. falciparum stage V gametocytes, 24 h; inhibition, % at 10.9 µM; 0.065% of 150,000 active; AID 743093, 2013;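 active means inhibition above the mean plus 3 SD of compounds within the control limits, set per campaign, cut at about 38% in these data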;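 further: 0% = DMSO wells and 100% = medium only without gametocytes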
Active calls of the source: *; ? = inconclusive; . = no result given.

SMILES	ABCG2 inh	Rab2A wt mod	Mcl1-Noxa inh	ABCB1 block	Pf gamet viab	Avidin fluor	Rac1 mut GTP	Cdc42 wt GTP	Rab7 wt GTP bind	HRas wt GTP	Rac1 wt modul
CC1CCN(C(=O)C(Cc2ccccc2)NS(=O)(=O)c2ccc3c(c2)oc(=O)n3C)CC1 (centres undefined)	0	103	-7	0.3	.	7	97	102	101	101	102
COC(=O)Cc1cc(=O)n2[nH]cnc2n1	0	96	6	0.2	.	16	96	96	91	99	97
COc1cc(/C=N/N=C(N)N)ccc1OCc1ccc(Cl)cc1	4	95	26	0.7	-9	14	98	93	89	94	97
O=C(CN1CCC(NC(=O)c2ccco2)CC1)Nc1ccccc1[N+](=O)[O-]	2	99	19	2.0	.	8	99	101	96	101	105
C/[N+]([O-])=C\C1C(=O)CC(C)(C)CC1=O	2	96	4	0.2	4	12	95	95	91	95	95
CCOC(=O)c1c(NC(=O)Cn2cnc([N+](=O)[O-])n2)sc(C)c1C	9	97	20	1.1	-23	.	94	96	100	98	95
Cc1nnc(SCc2nc3ccccc3s2)n1N	2	105	13	0.0	.	8	100	100	109	103	109
Cc1ccc(NC(=O)c2cc(-c3cccc(O)c3)on2)cc1C	0	97	11	-0.2	.	6	96	95	96	97	99
CCOC(=O)C(=CNc1cccc(C)c1C)C(=O)OCC	0	96	18	0.3	0	25	97	103	97	98	100
Cc1ccc(-n2ncc3c(NCc4ccc5c(c4)OCO5)ncnc32)c(C)c1	1	96	19	0.1	14	23	100	101	96	100	103
O=S(=O)(NCC(c1cccnc1)N1CCN(c2ccc(F)cc2)CC1)c1cc(F)ccc1F (centres undefined)	2	99	9	1.2	.	8	97	99	99	98	102
COCc1c(C(=O)OC)nnn1-c1ccccc1	1	98	-18	0.8	-1	7	98	102	97	101	106
O=C(Nc1ccc(F)cc1F)NC1CC1	4	105	-6	0.7	-3	9	94	100	107	100	102
COc1ccc(OC)c(C2=NNC(=NCc3ccc4c(c3)OCO4)SC2)c1	-8	103	23	0.3	-27	7	96	99	98	97	99
O=C(Cn1cnc2c(nnn2-c2ccccc2)c1=O)NCCc1ccccc1	-1	106	2	-0.2	.	16	100	106	102	104	111
CC1=NN(c2nc(-c3ccc(C)cc3)cs2)C(=O)C1N=Nc1cccc(C)c1 (centres undefined)	-5	87	-11	-0.6	15	12	93	93	90	90	91
COC(=O)Cn1c(CCS(=O)(=O)c2ccc(C)cc2)nc2ccccc21	1	96	10	1.3	.	11	103	101	96	100	109
CSc1ccc(S(=O)(=O)NC2CCCCCC2)cc1	1	103	-17	0.6	.	9	100	104	102	103	109
COc1ccc(S(=O)(=O)N2CCOCC2)cc1NC(=O)COC(=O)c1ccc(C)s1	1	98	2	-0.1	5	9	95	95	104	93	96
CCc1ccccc1N(C)S(=O)(=O)c1ccc2[nH]cc(C(=O)N3CCc4ccccc43)c(=O)c2c1	0	99	22	-0.4	0	3	95	100	101	100	104
CCOc1ccc(N2CC(C(=O)Nc3ccc(OC)c(S(=O)(=O)N4CCCCC4)c3)CC2=O)cc1 (centres undefined)	35	96	6	0.5	1	12	96	93	95	98	99
COc1ccc(C(=O)Nc2cc3c(oc2=O)CCCC3=O)cc1	6	98	31	0.5	-20	7	92	96	96	95	98
NC(=O)N/N=C/c1ccccc1OCC(=O)NCc1ccccc1	5	100	4	0.1	-6	6	102	102	102	100	105
COc1ccccc1NC(=O)c1ccc(S(=O)(=O)N2CCCC2)cc1	0	98	11	0.1	.	6	99	99	93	98	100
CCc1[nH]nc2c1C(c1ccc(Br)s1)C(C#N)=C(N)O2 (centres undefined)	1	100	25	0.3	-9	7	100	103	99	100	105
COC(=O)c1c(C)[nH]c(C(C)=O)c1C	3	100	8	-0.1	14	10	99	101	99	101	101
COc1cccc(OC)c1C(=O)Oc1ccc2c(c1)O/C(=C\c1ccncc1)C2=O	10	98	9	1.9	3	12	100	98	95	98	102
CC(C)(C)C(=O)CC1(O)C(=O)N(Cc2ccc(Cl)cc2)c2ccccc21 (centres undefined)	1	96	-3	0.4	.	5	96	97	98	98	97
Cc1ccc(-c2csc3ncnc(-n4nc(C)cc4N)c23)cc1	3	102	-1	4.2	.	8	99	104	104	103	111
CCOC(=O)C1CCN(C(=O)c2ccccc2NC(C)=O)CC1	3	104	8	0.8	.	8	99	102	104	102	103
O=C(NC1CC1)c1cc(Cl)ccc1[N+](=O)[O-]	5	101	71*	-0.9	-20	14	100	103	103	102	107
c1ccc(N2CCN(c3nc4cc5c(cc4s3)OCCO5)CC2)cc1	3	103	8	0.4	-7	18	100	107	101	103	104
O=C(CSc1nc2cc3c(cc2c(=O)n1CCC1=CCCCC1)OCO3)NCc1ccco1	13	96	9	0.9	17	8	99	102	99	99	104
O=[N+]([O-])c1cc2c(c(CSc3nnnn3-c3ccc(O)cc3)c1)OCOC2	17	96	27	1.7	3	3	99	98	100	97	104
COc1cccc(-c2nc(-c3ccccc3)[nH]c(=O)c2C#N)c1	4	96	-16	0.5	.	18	95	96	99	98	94
OCC1(CCOc2ccccc2)CCN(CC2=Cc3cc(Cl)ccc3OC2)CC1	1	97	-7	0.2	-11	8	97	99	97	97	99
CC1C/C(=N/NC(=O)c2cccs2)CC(C)(C)C1 (centres undefined)	2	104	7	0.8	-3	9	101	106	105	103	108
Cc1c(C(=O)OC(C)C)nnn1-c1nonc1N	5	96	8	0.1	.	6	92	97	95	96	97
Clc1ccc(-c2nnc(-c3ccccc3)nc2N2CCSCC2)cc1	14	101	-10	0.8	10	14	98	98	101	98	101
CS(=O)(=O)N(CC(=O)NCc1ccncc1)c1cc(Cl)ccc1Cl	0	100	9	0.5	.	12	97	98	102	101	105
CCc1cc(CNC(=O)CC2C(=O)NCCN2Cc2c(F)cccc2Cl)on1 (centres undefined)	13	97	16	1.7	15	11	95	97	102	98	97
Nc1cc(=O)[nH]c(SCC(=O)N2CCc3ccccc3C2)n1	9	96	-1	1.0	4	11	97	98	98	99	103
CCOC(=O)c1cc(C(=O)OCC)c2ccccn2c1=O	40	88	-16	0.8	-1	13	88	95	76*	79*	87
COc1ccc(C2C(C(C)=O)=C(O)C(=O)N2c2nccs2)cc1 (centres undefined)	0	?	11	-0.1	-1	43	?	?	?	?	?
CC(C)C(OC(=O)c1cccc(S(=O)(=O)NCC(F)(F)F)c1)C(=O)NC(N)=O (centres undefined)	5	97	20	1.3	5	13	95	97	95	98	100
C=C(C)CNC(=S)NNC(=O)c1ccncc1	2	102	12	0.2	-5	9	98	101	107	98	100
COc1cccc(C(=O)OCCN(C)C(C)(C)C)c1	0	99	14	-0.1	.	14	97	97	104	100	97
COc1cccc(/C=C2/SC(=S)N(CC(=O)Nc3nnc(C)s3)C2=O)c1	0	99	50	0.2	.	6	97	104	99	101	106
O=C(Oc1ccc(Cl)cc1)N1CCCCC1	3	100	-1	0.4	0	9	101	102	102	101	103
NNS(=O)(=O)c1ccc(N2CCCC2=O)c([N+](=O)[O-])c1	-3	94	-3	-0.6	28	18	93	91	100	95	96
Cc1ccc(N(CC(=O)Nc2c(C)n(C)n(-c3ccccc3)c2=O)S(C)(=O)=O)c(C)c1	-1	95	5	-0.4	5	11	96	96	103	99	98
CCOC(=O)CCC(NC(=O)CC(=O)NC(CCC(=O)OCC)C(=O)OCC)C(=O)OCC (centres undefined)	1	100	10	0.4	-32	12	96	97	104	100	100
